# FBW7 activator – human FBW7 E3 ligase activation, primary screen; AlphaScreen FBW7–phospho-cyclin E peptide binding, activator screen; normalized activity (activation), % at 26.1 µM; hit rate 0.13% among 650,000; AID 1259310; in the data active means normalized activity above about 1.9%;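 further: purified mutant Fbw7 with reduced substrate affinity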
# GPR151 activ – activators of human GPR151 | PathHunter beta-arrestin GPR151 cells, luminescence | Q8TDV0 | activation, % at 11.2 µM | AID 1508602 | hit rate 1% among 650,000; in the data active means activation above about 4.9%;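 further: 0% = median of compound wells and 100% = cells with positive control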
# Target sequence (Q8TDV0 whole entry, looked up): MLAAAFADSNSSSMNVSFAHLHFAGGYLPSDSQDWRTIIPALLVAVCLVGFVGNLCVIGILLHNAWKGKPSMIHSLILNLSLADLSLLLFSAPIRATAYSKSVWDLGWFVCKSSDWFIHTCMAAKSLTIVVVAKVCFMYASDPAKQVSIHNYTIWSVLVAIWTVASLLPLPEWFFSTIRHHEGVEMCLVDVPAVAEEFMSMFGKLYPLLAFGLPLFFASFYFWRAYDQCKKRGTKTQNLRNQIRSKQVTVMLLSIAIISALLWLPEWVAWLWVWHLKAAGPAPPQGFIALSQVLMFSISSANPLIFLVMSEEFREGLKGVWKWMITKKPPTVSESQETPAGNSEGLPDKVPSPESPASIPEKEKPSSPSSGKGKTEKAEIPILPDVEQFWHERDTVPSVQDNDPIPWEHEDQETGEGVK
# TEAD-YAP block – TEAD-YAP interaction inhibition; hit rate 1.4% among 640,000; inhibition, % at 9.12 µM; HEK-TIYL cells, TEAD-Gal4/YAP UAS-luciferase luminescence; AID 1259422; in the data active means inhibition above about 32%;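 further: 0% = median of test compound wells and 100% = reference inhibitor wells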
# MITF primary – inhibitors of human MITF; O75030; AlphaScreen MITF homodimerization, bead proximity signal; inhibition, % at 2.6 µM; AID 1259374; hit rate 0.91% among 650,000; in the data active means inhibition above about 50%;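 further: 0% = vehicle wells with protein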
# Target sequence (O75030 whole entry, looked up): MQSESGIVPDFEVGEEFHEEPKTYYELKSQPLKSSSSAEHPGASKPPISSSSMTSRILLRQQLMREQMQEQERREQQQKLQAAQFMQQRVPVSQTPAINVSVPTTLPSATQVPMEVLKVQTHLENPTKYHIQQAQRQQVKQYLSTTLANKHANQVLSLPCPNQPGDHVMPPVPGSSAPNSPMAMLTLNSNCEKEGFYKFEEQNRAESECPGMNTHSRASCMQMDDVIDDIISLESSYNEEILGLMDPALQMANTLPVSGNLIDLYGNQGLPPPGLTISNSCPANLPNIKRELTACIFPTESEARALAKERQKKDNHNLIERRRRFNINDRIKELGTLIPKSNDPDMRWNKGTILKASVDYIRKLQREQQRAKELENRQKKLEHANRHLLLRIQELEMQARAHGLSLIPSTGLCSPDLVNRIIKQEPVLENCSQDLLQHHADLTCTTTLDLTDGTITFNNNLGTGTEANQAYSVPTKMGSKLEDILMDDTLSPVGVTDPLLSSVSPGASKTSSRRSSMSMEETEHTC
# Starred values were filed as active, the others as inactive.
No.	SMILES	FBW7 activator	GPR151 activ	TEAD-YAP block	MITF primary
1	COC(=O)c1cccc(-c2ccc(/C=C/c3cc(C(F)(F)F)[nH]c(=O)n3)o2)c1	0.1	1.5	13	-7
2	COc1ccc(C(O)c2nccn2Cc2ccccc2)cc1 (stereo unspecified)	-0.1	1.4	9	7
3	COc1ccc(NC(=O)CSc2nccn3nc(-c4ccccc4OC)cc23)cc1	0.0	0.7	-7	-9
4	NC(=O)C1(N2CCCCC2)CCN(CC(=O)Nc2ccc(Cl)cc2)CC1	-0.2	-0.1	0	10
5	Cc1ccc(/C(N)=N/OC(=O)c2cccs2)cc1	-0.1	-2.5	-49	2
6	CSc1ccccc1N1C(=O)CN(C(=O)C2CC=CCC2)CC1C (stereo unspecified)	0.4	-0.9	0	12
7	CC1(CC(=O)N/N=C/C=C/c2ccccc2)OCCO1	0.1	0.9	-22	-3
8	COC(=O)c1ccc(Sc2cccc[n+]2[O-])cc1	0.1	-0.3	3	0
9	CCCCOC(=O)c1ccc(NC(=O)c2c(O)c3cccc4c3n(c2=O)CC4)cc1	-0.1	0.8	9	6
10	O=C(NCCCn1ccnc1)c1ncoc1-c1ccccc1	-0.1	0.3	15	16
11	CC(C)C(=O)Nc1ccc(C(=O)NNC(=O)C(c2ccccc2)c2ccccc2)cc1	-0.3	0.0	-5	-4
12	CCOc1ccc(CC(=O)c2ccc(O)cc2O)cc1	-0.1	-5.8	21	18
13	O=C(O)c1cccc(/C=C2/SC(=O)N(Cc3ccc(F)cc3)C2=O)c1	-0.1	0.1	-5	21
14	COc1cccc(NC(=O)c2sc3ncn(CC(=O)N4CCOCC4)c(=O)c3c2C)c1	-0.1	1.2	1	6
15	Clc1ccccc1CN1CCC(c2nc(-c3cccnc3)no2)CC1	0.0	0.7	1	-37
16	CS(=O)(=O)N(CC(=O)N1CCCC1)c1cccc(F)c1	0.1	0.4	1	15
17	Cc1cccnc1NC(=O)CSc1nnc(COc2ccc(C(C)C)cc2)n1C	0.4	0.3	9	54*
18	O=C(Cc1ccccc1)Nc1c2c(nn1-c1ccc(Cl)cc1)CSC2	0.2	1.5	2	5
19	Oc1c(C(c2ccc(F)cc2)N2CCCC2)sc2nc(-c3ccco3)nn12 (stereo unspecified)	0.1	-2.3	6	7
20	Cc1ccc(S(=O)(=O)N2CC3c4ccccc4CCN3C2C(C)C)cc1 (stereo unspecified)	0.0	0.2	2	6
21	CCOc1ccccc1NC(=O)c1ccc(S(=O)(=O)N(C)C2CCCCC2)cc1	0.0	0.3	1	10
22	Cc1cc(C)cc(NC(=O)CCS(=O)(=O)c2ccc3c(c2)SC(C)C(=O)N3)c1 (stereo unspecified)	0.1	-0.2	3	-8
23	COc1cccc(OC)c1C(=O)Nc1cc(C(=O)O)cc(C(=O)O)c1	0.2	1.8	11	-5
24	CCNc1cc(C(=O)NCc2cccc(C(F)(F)F)c2)ccn1	0.5	-0.3	6	18
25	CCOC(=O)C1=C(C)NC(C)=C(C(=O)OCC)C1c1ccc(-c2ccccc2)o1	0.2	-1.0	-20	-5
26	CCCCOc1ccc(C2C3=C(CC(C)(C)CC3=O)Nc3c2c(=O)n(C)c(=O)n3C)cc1 (stereo unspecified)	-0.2	0.7	3	-3
27	COC(=O)c1c(NC(=O)CCCOc2ccc(C(C)(C)C)cc2)sc2c1CCC2	0.0	3.5	-5	6
28	CC(=O)c1ccc(NC(=O)CSc2nccn2Cc2ccco2)cc1	-0.1	0.4	-66	-4
29	O=C(CSc1nc2ccsc2c(=O)n1NC(=O)c1ccccc1)c1ccc(O)c(O)c1	-0.3	-1.4	-22	-10
30	COc1ccc(C(=O)/C=C/NCc2ccc(F)cc2)cc1	0.0	0.5	7	11
31	Cc1c(C(=O)NCC2CCN(C)CC2)cnn1-c1nccc(-c2cccnc2)n1	0.0	3.6	-1	2
32	CC1CCCN(c2ncnc3scc(-c4ccccc4)c23)C1 (stereo unspecified)	-0.1	1.9	-9	9
33	O=C(c1ccccc1)c1ccc2[nH]c(=O)[nH]c2c1	0.1	-2.0	-3	-5
34	C/C(=N/NC(=O)c1cccc([N+](=O)[O-])c1)C1CC1	0.1	-0.9	-3	-8
35	O=C(OCc1cccc(Cl)c1Cl)c1cnccn1	0.0	-0.3	1	2
36	CCC(=O)NNC(=O)CNc1cccc(Cl)c1	0.7	-0.2	-12	17
37	CCOC(=O)C1CCCN(C(=O)CCc2ccccc2)C1 (stereo unspecified)	0.2	-0.8	0	19
38	COc1ccc(Cn2c(SCc3ccccc3C)nc3ccsc3c2=O)cc1	0.1	0.0	-2	9
39	Oc1ccc(CCNc2cc(Cl)ncn2)cc1	0.2	-0.7	15	15
40	CCCOc1ccc(/C(O)=C2/C(=O)C(=O)N(CCN(C)C)C2c2ccc(C(C)(C)C)cc2)cc1C (stereo unspecified)	-0.1	0.4	4	-7
41	COc1ccc(/C(C)=N/N=C2\NC(=O)CS2)cc1OC	0.0	-1.0	-9	12
42	Cn1cc(Cl)c(-c2n[nH]c(=S)n2C2CCCCC2)n1	0.1	0.9	5	10
43	O=C1CNCc2[nH]c3ccccc3c2N1c1ccccc1	0.3	2.0	-14	30
44	COc1cc(Nc2nccc(NCCCN3CCCC3=O)n2)cc(OC)c1OC	-0.1	-1.4	-8	-3
45	CCOC(=O)c1cnc2c(C)cc(Cl)cc2c1NCCc1ccccc1	0.4	-2.1	4	14
46	Cn1ccc2cc(-c3cc(Nc4ccc(Oc5ccccc5)cc4)nc(N)n3)ccc21	0.0	0.3	4	-5
47	COc1cccc2[nH]c(=O)c(-c3ccccc3)cc12	0.1	0.5	-50	12
48	Cn1c(O)c(C=Nc2cc(Cl)cc(Cl)c2)c(=O)n(C)c1=O	0.1	1.6	3	2
49	COc1cc(/C=N/NC(=O)c2cc(O)c(O)c(O)c2)cc(OC)c1OC	-0.2	0.1	6	20
50	COC(=O)C1=CN(Cc2ccc(Cl)cc2)C=C(C(=O)OC)C1c1ccc(OC)c(OC)c1OC	0.1	0.3	-3	-8

# New compounds follow
No.	SMILES	FBW7 activator	GPR151 activ	TEAD-YAP block	MITF primary
51	O=C(c1ccc(F)cc1)N1CCOc2ccc(CN3CCCC(CO)C3)cc2C1 (stereo unspecified)	0.0	0.0	4	9
52	COc1ccc(-c2cc(C(F)(F)F)n3nc(C(=O)N4CCc5cc(O)c(OC)cc5C4C)cc3n2)cc1 (stereo unspecified)	0.1	-0.2	2	16
53	CCN(CC)c1noc2c1C(c1ccccc1)c1cc(N)ccc1-2 (stereo unspecified)	0.0	0.9	13	0
54	COc1ccc(C2CC(C(F)(F)F)n3ncc(C(=O)N4CCc5ccccc5C4)c3N2)cc1OC (stereo unspecified)	-0.3	-0.9	-35	13
55	CCOc1ccccc1N1COc2ccc3ccccc3c2C1	0.0	-0.9	2	-4
56	O=[N+]([O-])c1ccc2sc(SCc3nc4ncccn4c3Br)nc2c1	-0.1	-0.5	-33	-3
57	CCn1ncc(C(=O)N2CCC3(CC2)CC(c2cccs2)=CO3)c1C	0.2	-0.3	13	-3
58	C=CCSc1nnc(NC(=O)c2nc3nccc(C)n3n2)s1	0.0	-0.4	3	14
59	O=C(COc1ccccc1)NCc1nnc2n1CCN(C1CCSC1)CC2 (stereo unspecified)	0.3	-0.4	9	9
60	Cc1ccc(CNC(=O)CCCn2c(=O)c3sccc3n(CC(N)=O)c2=O)cc1	-0.1	-0.6	-6	9
61	COc1cccc(/C=C(\C#N)c2nnc(N3CCOCC3)n2-c2ccccc2)c1O	-0.1	0.2	3	-1
62	O=C(CSc1nc2[nH]ncc2c(=O)[nH]1)N1CCOCC1	-0.2	-1.0	-6	24
63	CCN(CC)C1=NS(=O)(=O)c2ccccc21	-0.2	1.3	6	1
64	Nc1c(C(=O)Nc2cccnc2)sc2nc(-c3ccccc3)cc(C(F)(F)F)c12	0.1	-1.5	6	3
65	CC(=C\c1ccccc1)/C=C1/NC(=O)N(CC(=O)Nc2ccc(C)cc2)C1=O	0.3	-0.3	9	-2
66	COc1ccc(C(=O)Oc2cc(C(=S)N3CCCCC3)ccc2OC)cc1	-1.4	2.8	-2	6
67	COc1cc(OC)c(Nc2cc(C)nc3ncnn23)cc1Cl	0.8	0.0	19	8
68	CCOC(=O)c1c(NC(=O)c2ccc(Cl)cc2[N+](=O)[O-])sc(C(=O)N(C)C)c1C	-0.1	-0.8	-10	-8
69	COC(=O)/C(C#N)=C\c1c[nH]c2ccccc12	0.8	0.5	-23	8
70	O=C1NCCN(CC(c2ccccc2)c2ccccc2)C1CC(=O)N1CCCC1 (stereo unspecified)	0.1	-0.6	-1	14
71	CCN(CC)C(=O)CSc1nnc2c3cc(Br)ccc3n(C)c2n1	0.4	-0.3	4	14
72	Cc1c(C(=O)NCc2ccccc2Cl)oc2ccc(S(=O)(=O)N3CCOCC3)cc12	2.4*	1.5	-1	4
73	CCN(CC)c1ccc(NC(=O)c2cccs2)cc1	0.0	-1.9	-36	12
74	O=C1c2oc3ccc(Cl)cc3c(=O)c2C(c2cccc(Cl)c2)N1Cc1cccnc1 (stereo unspecified)	0.1	1.0	-3	5
75	COc1ccc(-c2nnc(SCC(=O)Nc3sccc3C(N)=O)o2)cc1OC	0.2	2.1	-6	3
76	COc1ccc(CCNC(=O)CN(c2ccc(OC)c(OC)c2)S(C)(=O)=O)cc1	-0.1	0.5	0	-12
77	O=C(Cn1ncn2c(cc3sccc32)c1=O)NC1CC1	0.3	0.7	-19	9
78	C=C(C)CSc1nc(N)cc(=O)[nH]1	-0.1	-0.7	0	-5
79	Cc1cc(C(F)F)nc(SCCCNC(=O)/C=C/c2ccc([N+](=O)[O-])o2)n1	0.1	-0.1	30	2
80	C=CCNC(=O)Cc1ccccc1[N+](=O)[O-]	0.1	2.4	1	14
81	COc1cccc(NC(=O)N(Cc2nnc3n2CCCCC3)c2ccc3c(c2)OCO3)c1	-0.1	-1.1	5	4
82	NC(=O)c1cc(NC(=O)c2ccc3c(c2)S(=O)(=O)c2ccccc2C3=O)cc(C(N)=O)c1	0.0	0.9	-2	-2
83	O=S(=O)(c1cc(Cl)ccc1Cl)n1ccnc1	0.2	1.0	7	-4
84	O=S(=O)(NCc1nnc2n1CCN(Cc1ccccc1F)CC2)c1ccccc1	0.2	-0.4	8	14
85	COc1cc(/C=C2/NC(=S)NC2=O)cc(Cl)c1OC(C)C	0.0	-0.6	-6	-10
86	CCc1ccc(C(=O)COC(=O)C(Cc2c[nH]c3ccccc23)NC(=O)C23CC4CC(CC(C4)C2)C3)cc1 (stereo unspecified)	1.1	1.3	8	13
87	O=C(O)c1ccc2[nH]c(=O)c(Cc3ccc(OC(F)F)cc3)nc2c1	0.1	-0.8	-8	-7
88	COC(=O)C(C)Oc1cc(OC(C)C(=O)OC)c2c(-c3ccccc3)cc(=O)oc2c1 (stereo unspecified)	0.0	0.5	-7	9
89	CCOC(=O)N1CCN(C(=O)CCn2c(=S)[nH]c3cc4c(cc3c2=O)OCO4)CC1	-0.2	-1.5	-4	6
90	CN1CCN(C(=O)c2ccc(Br)o2)CC1	0.0	-1.0	1	14
91	COc1ccc2c(c1)CCCN2Cn1nc(-c2ccccc2)n(-c2ccccc2)c1=S	-0.2	-0.3	6	4
92	CN(c1ccccc1)S(=O)(=O)c1nnc(NC(=O)c2ccc(F)cc2)s1	0.1	1.7	0	-8
93	O=C(NC1CC1)c1cc(=O)[nH]c2ccc(S(=O)(=O)N3CCCCCC3)cc12	-0.1	1.5	2	6
94	Cc1ccc(SCC(=O)Nc2sc3c(c2C(N)=O)CCN(C)C3)cc1	-0.2	-0.3	-2	8
95	CCCc1noc(-c2ccccc2Cl)n1	0.0	0.4	-3	1

# Among those listed so far, 15 contain an aryl thioether with sulfur outside any ring.
No.	SMILES	FBW7 activator	GPR151 activ	TEAD-YAP block	MITF primary
3	COc1ccc(NC(=O)CSc2nccn3nc(-c4ccccc4OC)cc23)cc1	0.0	0.7	-7	-9
6	CSc1ccccc1N1C(=O)CN(C(=O)C2CC=CCC2)CC1C (stereo unspecified)	0.4	-0.9	0	12
8	COC(=O)c1ccc(Sc2cccc[n+]2[O-])cc1	0.1	-0.3	3	0
17	Cc1cccnc1NC(=O)CSc1nnc(COc2ccc(C(C)C)cc2)n1C	0.4	0.3	9	54*
28	CC(=O)c1ccc(NC(=O)CSc2nccn2Cc2ccco2)cc1	-0.1	0.4	-66	-4
29	O=C(CSc1nc2ccsc2c(=O)n1NC(=O)c1ccccc1)c1ccc(O)c(O)c1	-0.3	-1.4	-22	-10
38	COc1ccc(Cn2c(SCc3ccccc3C)nc3ccsc3c2=O)cc1	0.1	0.0	-2	9
56	O=[N+]([O-])c1ccc2sc(SCc3nc4ncccn4c3Br)nc2c1	-0.1	-0.5	-33	-3
58	C=CCSc1nnc(NC(=O)c2nc3nccc(C)n3n2)s1	0.0	-0.4	3	14
62	O=C(CSc1nc2[nH]ncc2c(=O)[nH]1)N1CCOCC1	-0.2	-1.0	-6	24
71	CCN(CC)C(=O)CSc1nnc2c3cc(Br)ccc3n(C)c2n1	0.4	-0.3	4	14
75	COc1ccc(-c2nnc(SCC(=O)Nc3sccc3C(N)=O)o2)cc1OC	0.2	2.1	-6	3
78	C=C(C)CSc1nc(N)cc(=O)[nH]1	-0.1	-0.7	0	-5
79	Cc1cc(C(F)F)nc(SCCCNC(=O)/C=C/c2ccc([N+](=O)[O-])o2)n1	0.1	-0.1	30	2
94	Cc1ccc(SCC(=O)Nc2sc3c(c2C(N)=O)CCN(C)C3)cc1	-0.2	-0.3	-2	8
